Lipid storage S3 = qHTS Assay for Lipid Storage Modulators in Drosophila S3 Cells; Drosophila S3 cells, BODIPY lipid droplet fluorescence, 18-24 h; cells fed with added oleic acid; lipid storage change, negative = inhibition, % at the top dose, mostly 46.1 µM; hits show Potency in µM; 320,000 tested, 0.64% active; active = well fitted inhibition curve with a large enough effect in the signal ratio, with a control signal flat, not every such curve was filed as active; inconclusive = small, poorly fitted or top-dose-only effect, or effect the other way, or a change in a side signal; the % refers to the signal ratio
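Laser-scanning cytometry quantifies lipid droplet accumulation (500–530 nm total intensity; droplet/cell object ratio) in oleic acid-fed (400 uM added) Drosophila S3 cells treated with a concentration series. 20 uM Triacsin C defined 100% inhibition.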
Lipid storage S3 cell count max = also measured in Lipid storage S3; calls as there; cell number change, %; measured here: cell count max response;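 cells counted by Cell Tracker Red CMTPX staining in the red channel; peak over a dose series mostly up to 46.1 µM; percent activity relative to internal control wells on each plate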
* marks the source's active call; other numbers are inactive results; i = inactive; ? = inconclusive; nt = not tested or not shown; [ ] = remark or other dose. % is scaled to controls: 0 for no effect and ±100 for the full control effect; potency is read from the fitted curve at half-maximal effect. These rows are one share of the data; the hit share may differ from the screen's.

Below each compound – Lipid storage S3 | Lipid storage S3 cell count max
> O=C(COc1ccccc1Cl)Nc1ccc(N2CCN(C(=O)c3ccccc3)CC2)cc1
    ? | nt
> Cc1oc2c(c(C)cc3oc(=O)c(CC(=O)NCCCO)c(C)c32)c1C
    0% | -10
> c1ccc(-c2cc3ncccc3cn2)cc1
    15% | -1
> NS(=O)(=O)c1ccc(CCNC(=O)C(=O)c2cn(CC(=O)N3CCCC3)c3ccccc23)cc1
    -24% | -4
> COc1ccccc1CCC(=O)OCC(=O)N1c2ccccc2NC(=O)C1(C)C
    ? | nt
> Cc1cccc(NC(=O)c2cc3c([nH]c4ccccc43)c(C)n2)c1C
    ? | nt
> Cc1cc(C(=O)Nc2c(C)nn(Cc3ccc(F)cc3)c2C)on1
    ? | nt
> Cc1cc(C)cc(OCC(O)CN2CCC(CN3C(=O)c4cccc5cccc(c45)C3=O)CC2)c1 (configuration not stated)
    8% | -12
> O=C(NCc1ccccc1Cl)c1cnccc1C(F)(F)F
    -7% | 1
> CCOC(=O)c1c(C)oc2ccc(OS(C)(=O)=O)cc12
    -2% | -14
> CC(=O)N(CCc1ccccc1)Cc1cc2cc(C)ccc2[nH]c1=O
    5% | -5
> CC(C)=C1C(=O)NN(c2ccc(C)c(Cl)c2)C1=O
    ? | nt
> O=[N+]([O-])c1cccc(CSc2cccc[n+]2[O-])c1
    ? | nt
> CC(=O)Nc1ccc(S(=O)(=O)Nc2nc3nc(-c4ccccc4)cc(-c4ccccc4)n3n2)cc1
    -10% | -11
> COc1ccc(Cl)cc1NS(=O)(=O)c1cc(Br)cnc1N
    ? | nt
> Cc1ccccc1-c1nc(CS(=O)(=O)CC(=O)N2CCN(C)CC2)c(C)o1
    ? | nt
> O=C1CN(C(=O)CC2C(=O)NCCN2Cc2ccccc2C(F)(F)F)CCN1 (configuration not stated)
    ? | nt
> C/C(=N\NC(=O)COc1ccc(C#N)cc1)c1ccc(N2CCOCC2)cc1
    ? | nt
> CCOC(=O)/C(=C/c1c2ccccc2cc2ccccc12)NC(=O)c1ccccc1
    ? | nt
> CCOc1ccc(C(=O)c2ccncc2)cc1
    i | -11
> Cc1nn(C)c(C)c1NC(=O)CC12CC3CC(CC(C3)C1)C2
    ? | nt
> COc1cccc(C(=O)N2CCN(C3CCN(Cc4ccccc4)CC3)CC2)c1OC
    -20% | -11
> CCc1ccc(NC(=O)CSc2ccc(-c3cccnc3)nn2)cc1
    ? | nt
> COc1ccc(C2C(C#N)=C(N)Oc3n[nH]c(-c4ccccn4)c32)c(OC)c1OC (configuration not stated)
    -4% | 3
> Cc1occc1C(=O)NNC(=O)c1nn(C)c(=O)c2ccccc12
    0% | 22
> O=C(N/N=C/C=C\c1ccco1)c1cccnc1
    12% | 15
> NC(=O)c1cccnc1Oc1cccc(Cl)c1
    ? | nt
> COc1cc(OC)cc(C(=O)NNC(=O)C2CSC3(C)CCC(=O)N23)c1 (configuration not stated)
    ? | nt
> CSc1ccc(-c2ccco2)nn1
    ? | nt
> Cc1cc(S(=O)(=O)Nc2ccc(C(=O)NCCCN3CCCC3=O)cc2)ccc1F
    ? | nt
> Cc1csc(/C(C#N)=N/O)n1
    ? | nt
> CC1CCCCC1NC(=S)Nc1ccc(SC(F)F)cc1 (configuration not stated)
    ? | nt
> CC(C)NC(=O)NC(=O)COc1c(F)c(F)cc(F)c1F
    ? | nt
> COC(=O)C1C(O)=C(C=Nc2ccc3ccccc3c2)C(=O)CC1(C)C (configuration not stated)
    i | nt
> O=C(NNc1nc2ccccc2s1)Nc1ccc(Cl)c(Cl)c1
    ? | nt
> CCN(CC)CCCN(Cc1cc2ccc(C)c(C)c2[nH]c1=O)C(=O)NC1CCCCC1
    -14% | 9
> CC(NCC(O)COc1ccc(Br)cc1)c1ccccc1 (configuration not stated)
    i | 10
> COc1ccc(-c2c(C(=O)O)nc3ccccc3c2C(=O)O)cc1
    11% | -17
> O=C(CCC(=O)N1CCN(S(=O)(=O)c2ccc(Cl)cc2)CC1)NCc1ccccc1
    ? | nt
> CC(C)OCCCN1CC(=O)N2[C@@H](Cc3c([nH]c4ccccc34)C2(C)C)C1=O
    2% | nt
> COc1ccccc1OCC#CCSc1ncccn1
    ? | nt
> COc1ccc(-n2nnnc2S(=O)(=O)CC(=O)N2CCCCC2)cc1
    ? | nt
> Cc1cccc(-c2nc3c(c(SCC(=O)N4CCOCC4)n2)Cc2c(CO)cnc(C)c2O3)c1
    ? | nt
> O=C(COC(=O)C1CCC(=O)N1)Nc1ccccc1Br (configuration not stated)
    ? | nt
> O=C(CSc1ncnc2c1oc1ccccc12)NC1CCCCC1
    0% | 1
> O=C(COC(=O)/C=C/c1ccccc1Cl)NC(=O)Cc1ccccc1
    18% | 6
> O=C(c1ccc(S(=O)(=O)N2CCCC2)cc1)N1CCCC(C(F)(F)F)C1 (configuration not stated)
    i | nt
> COc1ccc(C=O)cc1CN1C(=O)c2ccccc2C1=O
    ? | nt
> CC(=O)Nc1cc(N=Cc2ccc(O)cc2O)c(Cl)cc1Cl
    ? | nt
> NS(=O)(=O)c1ccc(CNC(=O)CSc2ccccc2)cc1
    -5% | -8
> O=C(COc1cccnc1[N+](=O)[O-])Nc1cccc2ccccc12
    ? | nt
> COc1ccc(C2(C(=O)Nc3ccc(C(=O)O)cc3)CCOCC2)cc1
    -14% | -12
> CCOC(=O)C(=Cc1ccc(-n2cncn2)cc1)C(=O)OCC
    -9% | -22
> Cc1cc(S(=O)(=O)N2CCN(Cc3ccccc3)CC2)c(C)s1
    ? | nt
> O=C(CSc1nc(C2CCCCC2)nc2ccccc12)NCc1ccc2c(c1)OCO2
    3% | 4
> O=C(C[n+]1ccn(-c2ccccc2)c1)c1ccc([N+](=O)[O-])cc1
    ? | nt
> O=[N+]([O-])c1ccc(CSc2nnc(Cc3ccccc3)o2)cc1
    ? | nt
> Cc1ccc(NC(=O)CSc2nnc(CNC(=O)c3ccco3)o2)cc1
    -13% | nt
> Cc1ccc(C2CC(c3ccccc3)=NN2c2ccccc2)o1 (configuration not stated)
    7% | 11
> O=C(c1ccccc1)c1coc2ccc(O)c(CN3CCOCC3)c12
    25% | nt

Carrying on:
Below each compound – Lipid storage S3 | Lipid storage S3 cell count max
> COC(=O)c1[nH]c2ccc(Cl)cc2c1NC(=O)CN1CCC(C(N)=O)CC1
    ? | nt
> Cc1cc2c(cc1C)CSC(c1ccccc1OC(=O)C(C)C)SC2
    -19% | 2
> CCC(C)(C)NC(=O)C(c1cccn1C)N(Cc1ccc(OC)cc1)C(=O)Cn1nnc2ccccc21 (configuration not stated)
    ? | nt
> CC1CCc2c(sc(NC(=O)CSc3ncnc4c3cnn4-c3ccccc3Cl)c2C#N)C1 (configuration not stated)
    ? | nt
> COCCN1C(=O)C(CC(=O)Nc2ccccc2)SC1=Nc1ccc(OC)cc1 (configuration not stated)
    ? | nt
> CCN(CC)c1ccc(NC(=O)c2ccccc2Br)cc1S(=O)(=O)Nc1ccccc1OC
    ? | nt
> CCCCN(CC(=O)NCc1ccc(Cl)cc1)S(=O)(=O)c1ccc2c(c1)OCCO2
    16% | -2
> CCSc1nnc(NC(=O)c2csc(C)c2)s1
    ? | nt
> CCC(C(=O)Nc1cccc(C(=O)O)c1)c1ccccc1 (configuration not stated)
    -4% | 0
> O=S(=O)(Nc1ccc2c(c1)nc1n2CCN(Cc2ccccc2)C1)c1ccc(F)cc1
    13% | -14
> Cc1ccc2nc(N3C(=O)C(O)=C(C(=O)c4ccco4)C3c3cccc(O)c3)sc2c1 (configuration not stated)
    ? | nt
> CC(C)Sc1nc2ccccc2[nH]1
    ? | nt
> COC(=O)c1sccc1-n1cccc1C(=O)C(=O)N1CCCC1
    -15% | 17
> Cc1cc(-c2nnc3n2N=C(c2ccccc2)CS3)n[nH]1
    ? | nt
> O=C(/C=C/Nc1cccc(F)c1)c1ccco1
    ? | nt

Shown with each value named: 4 of the compounds above.
CC(C)Sc1nc2ccccc2[nH]1
  Lipid storage S3 = ?
  Lipid storage S3 cell count max = nt
CC1CCc2c(sc(NC(=O)CSc3ncnc4c3cnn4-c3ccccc3Cl)c2C#N)C1 (configuration not stated)
  Lipid storage S3 = ?
  Lipid storage S3 cell count max = nt
CCN(CC)c1ccc(NC(=O)c2ccccc2Br)cc1S(=O)(=O)Nc1ccccc1OC
  Lipid storage S3 = ?
  Lipid storage S3 cell count max = nt
CCC(C(=O)Nc1cccc(C(=O)O)c1)c1ccccc1 (configuration not stated)
  Lipid storage S3 = -4%
  Lipid storage S3 cell count max = 0

Single records (already shown). Screens in order: Lipid storage S3 | Lipid storage S3 cell count max
CCC(C(=O)Nc1cccc(C(=O)O)c1)c1ccccc1 (configuration not stated) in the list: -4% | 0
CCSc1nnc(NC(=O)c2csc(C)c2)s1 in the list: ? | nt

Remaining list, next part.
Below each compound – Lipid storage S3 | Lipid storage S3 cell count max
> Cn1c(=O)c2c(nc(NCCCO)n2C/C=C/c2ccccc2)n(C)c1=O
    9.2µM* | -27*
> CC1CC1C(=O)N1CCN(S(=O)(=O)c2cc(C(F)(F)F)cc(C(F)(F)F)c2)CC1 (configuration not stated)
    i | 1
> Cc1ccc2c(CN3CCCCC3C)cc(=O)oc2c1 (configuration not stated)
    ? | nt
> COc1cc([N+](=O)[O-])ccc1N1C(=O)C2C3C=CC(C4CC34)C2C1=O (configuration not stated)
    -13% | -24
> CCc1ccccc1NC(=O)c1cc(=O)c2ccccc2o1
    -17% | nt
> Cc1cccc(NC(=O)c2cnc3n(c2=O)CCS3)c1
    -1% | -17
> O=C1NC2(CCCCC2)N(C(=O)c2ccccc2)C2=C1CCCC2
    ? | nt
> COC(=O)c1cc(C(=O)N2CCN(C(=O)c3ccco3)CC2)cc([N+](=O)[O-])c1
    8% | 2
> CCN(CC)C(=O)C(=O)c1cccn1-c1c(Cl)cccc1C#N
    ? | nt
> c1cc2c(cc1NC1CCCCCC1)OCO2
    ? | nt
> O=C(NC1(C(F)(F)F)NC(=O)N(Cc2ccccc2)C1=O)c1cccnc1 (configuration not stated)
    1% | nt
> C=C1CN(Cc2ccccc2)S(=O)(=O)c2ccccc21
    ? | nt
> Cc1ccc(NC(=O)CSc2nc(=O)n(CCCN3CCOCC3)c3c2CCCC3)c(C)c1
    ? | nt
> CCS(=O)(=O)Nc1ccc2[nH]c(=O)[nH]c2c1
    ? | nt
> CCCS(=O)(=O)N1CCN(Cc2ccccc2C(F)(F)F)CC1
    ? | nt
> O=C(Nc1ccc2oc(-c3ccccc3)nc2c1)c1cccs1
    -6% | -12
> Clc1ccc(SCNc2ccccc2Cl)cc1
    -7% | -11
> NC(=O)N/N=C/c1cn(-c2ccccc2)nc1-c1cccs1
    ? | nt
> O=Cc1c(F)cccc1N1CCCC1
    -20% | 5
> CCOc1cc(/C=N/NC(=O)CN2CCOCC2)ccc1OCc1ccc(Cl)cc1
    ? | nt
> CC1CCN(S(=O)(=O)c2cccc(C(=O)Nc3nncs3)c2)CC1
    ? | nt
> CCOC(=O)N1CCN(S(=O)(=O)Cc2ccccc2)CC1
    -12% | 1
> COc1ccccc1N1CCN(C(=O)CSc2nc3ccccc3c(=O)n2CC2CCCO2)CC1 (configuration not stated)
    ? | nt
> Cc1ccc(OCCn2c(C)nc3ccccc32)cc1
    i | -4
> Cn1c(C(=O)NCC2CCCO2)cc2c(=O)[nH]c3ccccc3c21 (configuration not stated)
    0% | 4
> CC(=O)c1c(C)nn(CC(=O)NC2CCCN(Cc3ccc(CC(C)C)cc3)C2)c1C (configuration not stated)
    ? | nt
> CC1CCC(NC(=O)c2ccc3snnc3c2)CC1 (configuration not stated)
    ? | nt
> CCN(CC)CC(=O)Nc1sc(C)c(C)c1C(=O)c1ccc(C)cc1
    ? | nt
> CCOc1ccc2c(c1)/C(=C(\C(Cl)=C(Cl)Cl)[N+](=O)[O-])N2
    -23% | -2
> [O-]/[N+](=C/c1cccnc1)c1ccc(Br)cc1
    ? | nt
> COc1cccc(NC(=O)Cn2cnc3sc(C)c(S(=O)(=O)N4CCN(C)CC4)c3c2=O)c1
    6% | 5
> CC1CSc2nnc(CCc3ccccc3)n21 (configuration not stated)
    ? | nt
> COc1ccc(C2(C(=O)NCCCN3CCOCC3)CCOCC2)cc1
    ? | nt
> O=C(CCCOc1ccc(Cl)cc1Cl)N/N=C/c1ccccc1O
    ? | nt
> O=C(NC1CC1)c1cc(F)c(F)cc1Cl
    i | nt
> CC(=O)c1sc(-c2ccccc2Cl)nc1C
    -13%[9.22 µM] | 10
> O=C(Nc1ccccc1Cl)C1Cc2ccccc2O/C1=N\O (configuration not stated)
    9% | 13
> CCOC(=O)c1sc(N(C)C(C)=O)nc1C
    0% | 1
> O=C(COc1ccccc1)Nc1ccc2oc(=O)ccc2c1
    ? | nt
> CC(=O)Nc1ccccc1C(=O)N1CCc2ccccc21
    13% | 21
> Cn1c(COc2ccccc2)nnc1SCc1cc(=O)[nH]c2ccccc12
    i | nt
> CS(=O)(=O)n1nc(-c2ccccc2)nc1N
    i | nt
> CCn1c(SC/C=C/c2ccccc2)nnc1-c1cccs1
    11% | -9
> CC(C)CCNC(=O)C(c1ccc(O)cc1)N(C(=O)C1COc2ccccc2O1)c1cccc(O)c1 (configuration not stated)
    ? | nt
> C=C(C)/C=N/NC(=S)Nc1ccc(S(=O)(=O)N2CCOCC2)cc1
    ? | nt
> CC(C)c1cc(N2CCC(=O)NC2=O)cc(C(=O)O)c1O
    ? | nt
> COc1cc2[nH]c3c(=O)n4c(nc3c2cc1OC)SCCC4
    -6% | 5
> Cn1c(Cc2ccccc2)nnc1SCC(=O)N1CCN(c2ccccc2)CC1
    ? | nt
> CN1CCN(CCCNC(=O)c2cc3c(=O)n(C)c4ccccc4c3s2)CC1
    ? | nt
